PvdQ acylase – P. aeruginosa PvdQ acylase inhibitors, primary screen, biochemical, fluorescence, plate reader and imaging, single point. PvdQ acylase [Pseudomonas aeruginosa LESB58]. purified PvdQ acylase. inhibition, % at 10 µM. 0.063% of 340,000 active; in the data active means inhibition above about 30%, passing the limit was not always enough;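 further: 0% = vehicle neutral wells and 100% = reference inhibitor wells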
dFosB activator – activators of delta FosB homodimer, primary screen, biochemical, fluorescence polarization, TAMRA-CDK5 oligo, single point; purified delta FosB; percent of positive-control signal above neutral wells; activation, % at 25 µM; 0.99% of 340,000 active; AID 493131, 2011;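 active means mean activation above about 17%, with every replicate also reaching it, limit read from the data, passing the limit was not always enough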;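 further: fluorescence polarization rise as delta FosB binds a TAMRA Cdk5 AP-1 oligo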
Wnt bcat act – Wnt/beta-catenin pathway activators, primary screen, cell-based, plate reader, single point. Wnt/beta-catenin reporter cell assay, activator. 1.2% of 300,000 active. activation, % at 9.35 µM; in the data active means activation above about 30%, passing the limit was not always enough;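 further: 0% = neutral control wells and 100% = positive control wells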
NSD2 inh – NSD2 histone methyltransferase inhibitors, primary screen, biochemical, AlphaScreen, single concentration, set 2; Histone-lysine N-methyltransferase NSD2 (Homo sapiens), O96028; NSD2 peptide methylation, 120 min; inhibition, % at 12.5 µM; 0.54% of 310,000 active; in the data active means inhibition above about 50%
HTR5A inv ag – HTR5A inverse agonists in luminescence cell assay, primary screen, counter-screen for OPRM1-OPRD1 heterodimer inverse agonist project, full-deck HTS; 5-hydroxytryptamine receptor 5A (Homo sapiens), P47898; 0.083% of 340,000 active; AID 504634, 2011; HTR5A cell line, inverse agonism; inhibition, % at 9.3 µM; in the data active means inhibition mostly above about 23%, no sharp cut-off; inactive means mostly below about 18%;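 further: 0% = cells with DMSO and 100% = no-cell wells with DMSO; some compounds called inactive have numbers as strong as hits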
Target sequence (P47898 whole entry, looked up): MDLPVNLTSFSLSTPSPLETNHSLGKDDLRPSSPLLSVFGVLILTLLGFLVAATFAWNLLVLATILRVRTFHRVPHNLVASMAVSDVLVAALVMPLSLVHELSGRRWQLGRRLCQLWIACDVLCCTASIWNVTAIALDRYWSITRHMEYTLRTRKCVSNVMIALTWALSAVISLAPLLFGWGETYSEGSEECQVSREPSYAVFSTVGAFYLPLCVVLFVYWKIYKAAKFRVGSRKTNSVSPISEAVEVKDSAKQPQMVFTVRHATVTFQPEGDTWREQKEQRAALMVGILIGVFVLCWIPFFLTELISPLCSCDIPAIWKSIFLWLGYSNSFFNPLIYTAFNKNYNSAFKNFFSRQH
V-ATPase pHluor – regulators of yeast V-ATPase proton pumping, primary screen, pHLuorin cytosolic pH fluorescence | S. cerevisiae | response, % at 10 µM | 0.37% of 350,000 active; in the data active means response mostly above about 7.3%, no sharp cut-off; inactive means mostly below about 5.4%; further: actives read high; inactives centre near 0; some compounds called inactive have numbers as strong as hits; reference of the scale not given here
HTR5A ag ctr – HTR5A agonists in luminescence cell assay, primary screen, counter-screen for OPRM1-OPRD1 heterodimer agonist project, full-deck HTS | 5-hydroxytryptamine receptor 5A (Homo sapiens), P47898 | cell-based | activation, % at 9.3 µM | 0.61% of 340,000 active | AID 504692, 2011; in the data active means activation mostly above about 9.5%, no sharp cut-off; inactive means mostly below about 7.6%;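 further: 0% = cells with vehicle only and 100% = reference agonist; strong numbers were not always called active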
MITF TRPM1 HTS – activators of MITF-driven TRPM1 promoter reporter, primary screen, cell-based, SK-MEL-5, luciferase, single point; activation, % at 12.5 µM; 0.75% of 300,000 active; SK-MEL-5 TRPM1-promoter luciferase, 24 h; % of positive control, neutral wells = 0;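 active means mean activation of at least 80% with every replicate also reaching 80%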;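 further: 0% = neutral control wells and 100% = parthenolide positive control wells; values of inactives mirror those of a sister screen read the other way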
SR-BI HDL uptake – inhibitors of SR-BI mediated HDL lipid uptake, primary screen, ldlA[mSR-BI] cells, fluorescence, single point | Scavenger receptor class B member 1 (Mus musculus), Q61009 | ldlA[mSR-BI] CHO cells, DiI-HDL uptake fluorescence, 3 h | inhibition, % at 12.5 µM | 0.96% of 320,000 active | AID 488896, 2010;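 active means mean replicate inhibition of at least 70% and a set share of replicates each scoring 70 or more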;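 further: 0% = median of neutral control wells and 100% = median of positive control wells; values of inactives mirror those of a sister screen read the other way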
Target sequence (Q61009 whole entry, looked up): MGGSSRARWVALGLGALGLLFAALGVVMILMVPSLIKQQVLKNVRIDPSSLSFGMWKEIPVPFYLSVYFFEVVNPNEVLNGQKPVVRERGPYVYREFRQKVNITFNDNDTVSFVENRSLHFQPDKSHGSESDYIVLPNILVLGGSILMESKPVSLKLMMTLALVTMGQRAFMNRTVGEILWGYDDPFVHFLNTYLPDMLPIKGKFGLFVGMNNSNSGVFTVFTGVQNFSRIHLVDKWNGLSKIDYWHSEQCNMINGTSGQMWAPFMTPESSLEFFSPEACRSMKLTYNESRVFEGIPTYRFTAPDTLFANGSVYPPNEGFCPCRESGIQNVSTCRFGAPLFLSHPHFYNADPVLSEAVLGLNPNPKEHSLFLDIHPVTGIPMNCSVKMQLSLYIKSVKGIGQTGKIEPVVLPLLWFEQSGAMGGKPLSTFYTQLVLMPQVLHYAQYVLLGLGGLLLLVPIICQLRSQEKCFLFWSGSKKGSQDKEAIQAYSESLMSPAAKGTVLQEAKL
CDK5 p35 inh – inhibitors of human CDK5/p35 kinase, primary screen, biochemical, single concentration | Cyclin-dependent kinase 5 (Homo sapiens) + Cyclin-dependent kinase 5 activator 1 (Homo … | Recombinant CDK5/p35, ADP-Glo luminescence, 60 min | inhibition, % at 10 µM | 0.01% of 330,000 active;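 active means highest replicate inhibition of at least 50% and at least 75% of replicates reaching 50%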;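 further: plate controls were DMSO neutral control for no effect and GW8510 at 10 µM for full effect; many of its hits are not listed in these tables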
Active calls of the source: *; . = no result given.

Second line of a record – MITF TRPM1 HTS, SR-BI HDL uptake, Wnt bcat act, CDK5 p35 inh, NSD2 inh, V-ATPase pHluor, PvdQ acylase, HTR5A inv ag, dFosB activator, HTR5A ag ctr
- O=C(CNC(=O)c1ccco1)NCC(=O)OCc1ccc(F)cc1
  -0.3, -14.6, -2.2, -0.3, -0.3, 4.8, -14.2, 1.1, 3.1, 7.7
- O=C(Nc1ccc(Br)cn1)c1ccc2ccccc2c1
  ., 18.8, 16.7, -1.0, -0.7, -1.3, -5.2, -1.7, 4.0, 0.5
- NC(=O)CC(NC(=O)Cc1ccc(Br)cc1)c1ccc(NCC2CC2)c([N+](=O)[O-])c1 (centres undefined)
  40.7, 9.5, -7.9, -3.7, ., -1.1, -25.3, -0.4, -19.2, -3.0
- CCCCc1ccc(NS(=O)(=O)c2c(C)n(C)c(=O)n(C)c2=O)cc1
  -2.4, -2.2, 0.1, -0.7, ., -1.4, -12.3, 2.5, -4.5, -0.8
- CN(C)c1cc(=O)n2c(n1)SCCC2
  -3.2, -4.4, ., -1.6, 5.3, 0.6, -10.8, 1.8, 3.3, -2.4
- CCC1CCc2sc(C(=O)NCC(c3ccccc3OC)N3CCCC3)cc2C1 (centres undefined)
  -34.6, 40.8, -1.8, 1.0, 6.5, -0.7, 17.2, -24.1, 2.3, 8.7
- CCCCc1c(C)nc(N)[nH]c1=O
  -5.5, -10.4, ., -0.5, 2.8, 1.7, -10.1, 3.4, 6.8, -1.2
- CCN(CC)C(=O)/C(=C/c1ccc2c(c1)OCO2)NC(=O)c1ccc(Br)cc1
  0.2, 74.7*, 10.5, 1.3, 1.5, -0.9, 5.1, 10.8, -7.9, -0.9
- CC(Oc1ccc(C(=O)c2ccc(F)cc2)cc1)C(=O)N1CCOCC1 (centres undefined)
  -1.9, 18.5, 0.8, -0.9, 1.2, -2.5, -3.2, -27.1, -2.8, 0.4
- CCOC(=O)C(=NCCOC)NNc1cc(Cl)ccc1Cl
  8.4, 19.3, 0.3, 0.2, 0.7, 0.0, -16.8, -9.0, 0.9, 3.5
- COC(=O)c1ccc(CN2CCC(CO)(Cc3cccc(OC)c3)CC2)cc1
  4.0, -3.1, -4.3, -2.3, -3.5, 0.1, -10.0, -0.6, -9.6, -1.5
- Oc1ccc(Cl)cc1N=Cc1sc2ccccc2c1Cl
  -26.0, 4.8, -0.7, -1.6, 5.7, -2.1, -12.3, -7.5, -8.8, 2.9
- O=C(O)c1ccccc1C(=O)c1ccc(Br)s1
  0.8, 1.8, -1.1, 0.4, -2.5, -1.8, -6.2, -8.0, 3.2, -0.8
- O=C1N(C2CCCC2)C[C@@H]2C[C@@H](c3cccn3-c3ccccn3)N3CCC[C@@]123
  -0.7, -16.7, 0.1, -0.6, -0.1, 0.1, -5.9, 7.1, 4.7, -2.7
- COC(C[C@@H]1O[C@@H]1[C@H](O)[C@H](C)OCc1ccccc1)OC
  3.8, -7.0, 1.0, 0.5, ., -3.1, 5.4, -13.2, -1.0, 0.9
- [O-]/[N+](=C/c1ccc(F)cc1)c1ccc(Cl)cc1
  49.6, -30.8, ., 0.4, 2.9, -3.7, -3.4, -20.3, -4.1, -1.6
- c1ccc(C2=NNC(=NC3CC3)SC2)cc1
  -52.1, -11.0, ., 11.7, 0.7, -1.7, -8.2, -2.9, -0.3, -1.1
- O=C(Nc1ccc2nsnc2c1)NC1CCCCC1
  69.8, -6.4, ., -0.3, -5.4, 4.4, -16.8, 4.6, -2.6, -1.9
- CCN1CCN(S(=O)(=O)c2ccc(Cl)c(C(=O)NCc3ccco3)c2)CC1
  2.2, -22.2, ., 0.1, 1.7, -1.0, 2.2, -8.8, -6.5, 1.8
- O=C(NCCN1C(=O)S/C(=C\c2cccnc2)C1=O)C1=NN(c2ccccc2)C(=O)CC1
  -2.8, -10.3, 0.1, -0.1, -1.7, -0.3, -2.6, 4.9, -4.1, -1.8
- COc1c(/C=N/Nc2ccc(C(=O)O)cc2)c(CCN(C)C(C)=O)cc2c1OCO2
  6.6, ., 0.3, 0.7, 3.6, -0.8, -8.8, -11.2, -1.2, -0.9
- CCS(=O)(=O)c1ccc2oc(SCC(=O)NCCc3ccc(OC)cc3)nc2c1
  -14.7, 8.5, -1.6, 1.1, 29.1, -2.5, -10.1, -10.6, -5.7, 3.7
- O=C(Cn1nc(Cc2cccnc2)c2ccccc2c1=O)Nc1ccccc1F
  -8.7, 10.2, 0.0, -1.1, 0.9, 0.9, -1.8, 10.3, 5.7, -0.7
- N/C(CN1CCCCC1)=N\S(=O)(=O)c1cc(Cl)cc(Cl)c1
  ., -8.3, 0.3, 0.6, -2.9, 3.6, -9.8, -13.1, 2.4, -3.7
- O=C(/C=C/c1ccc(F)cc1)NCCc1ccc2c(c1)OCCO2
  -1.3, 2.1, -0.1, 0.5, 2.5, -2.0, -3.9, -2.0, 0.0, 4.7
- N#CCc1c[nH]c2ccc([N+](=O)[O-])cc12
  11.4, -13.4, -1.6, -1.1, -0.7, -0.6, -2.1, 21.9, 4.3, -5.6
- Cc1ccc(S(=O)(=O)CC(O)COc2ccc(F)cc2Cl)c(C)c1 (centres undefined)
  -1.7, 2.1, 0.4, -0.3, -0.5, -0.2, 2.5, 15.8, -5.2, -5.7
- Cc1cc(C)nc(SCCN2CCOCC2)n1
  -0.5, 0.6, ., -1.2, 5.9, -0.6, -13.9, -20.3, 0.0, -2.3
- CCOC(=O)c1cccc(NC(=O)C2CCN(S(=O)(=O)c3cnc[nH]3)CC2)c1
  ., 22.5, 2.0, 0.5, ., -0.6, -9.4, -8.5, -10.3, 2.8
- COc1ccc([N+](=O)[O-])cc1Nc1c2ccccc2nc2ccccc12
  ., 69.8, -4.0, -0.1, -1.0, -0.5, -14.4, 13.6, 0.7, -3.6
- CCOc1cc(CNCc2cc(OC)cc(OC)c2)ccc1OC
  ., -9.9, -3.0, -0.9, -2.0, -6.1, -7.9, 0.8, -6.2, 2.5
- O=C(N/N=C/c1cccc(F)c1)c1cc(-c2ccco2)nc2ccccc12
  8.9, 29.9, 20.5, 2.2, 2.3, -1.3, 1.7, 2.3, -15.9, -1.9
- O=C1c2cc(O)c(O)cc2S(=O)(=O)C1c1ccccc1 (centres undefined)
  4.4, -6.6, -3.1, -0.3, ., 6.0, -15.5, -7.6, -1.6, -0.2
- CCC(C)NC(=O)CNC(=S)N(CCCN1CCOCC1)Cc1cccs1 (centres undefined)
  1.5, -10.8, ., 0.2, 0.9, 4.1, 4.0, 5.5, -1.7, -3.3
- CS/C(=N\S(=O)(=O)c1ccc(N)cc1)NS(=O)(=O)c1cccs1
  3.9, -14.4, ., -2.9, ., 5.0, -3.7, -0.4, -4.7, -0.4
- O=C(CSc1nc(-c2cccs2)cc(C(F)(F)F)n1)NCCCN1CCOCC1
  0.3, 10.7, -2.0, -0.4, -3.5, 3.2, 9.1, 5.6, 4.3, -2.1
- CN(C)CCCN(C(=O)c1sc2ccccc2c1Cl)c1nc2ccc(F)cc2s1
  13.6, -14.4, ., 1.7, 1.7, 1.1, 2.6, -3.8, -2.9, -0.8
- Cn1c(Cn2c(=O)sc3ccccc32)nnc1SCC(=O)Nc1ccc2c(c1)OCO2
  0.8, 0.0, -2.3, 0.2, ., 0.5, -8.8, -2.6, 6.0, 1.0
- COc1ccc(NC(=O)Nc2cccs2)cn1
  7.8, -4.6, -0.5, 0.6, 4.0, 5.6, -14.3, 13.3, -2.4, -3.8
- O=C(O)C(NS(=O)(=O)c1cccc2nsnc12)c1ccccc1 (centres undefined)
  -1.8, -24.0, 4.0, -1.3, 0.7, 1.8, -14.3, -18.4, 2.6, 6.2
- O=C(O)CSc1nc(SCc2ccccc2Cl)nc2c1CCCC2
  ., -13.0, 1.9, 2.4, 2.8, -0.3, -1.4, -23.5, -0.2, 9.0
- Cc1ccccc1OCC(=O)N(Cc1nnc(-c2ccc(Cl)cc2)o1)C(C)C
  -1.7, 2.6, -1.1, 0.1, 8.7, -3.1, -9.1, 3.1, -11.2, 0.1
- CN(Cc1ccccc1)C(=O)c1ccc(NC(=O)C2CCN(C(=O)OC(C)(C)C)CC2)cc1
  -32.8, 28.7, -9.8, 1.2, ., -3.4, -9.8, 16.4, -2.7, 5.9
- CC(OC(=O)C1=COCCO1)C(=O)Nc1ccc(Cl)cn1 (centres undefined)
  -9.0, -4.4, 4.8, 3.8, 0.0, -5.5, -13.7, 11.1, -7.4, 1.1
- Cc1ccc(S(=O)(=O)N(C)c2ccc(OCC(=O)N3CCCCC3)cc2)cc1
  -1.1, -14.4, -0.9, -0.9, -2.8, -0.1, -7.0, -1.3, -11.5, 1.4
- Cc1nc2ccccc2n1CC(O)Cn1c(C(F)(F)F)nc2ccccc21 (centres undefined)
  -2.0, -27.1, -1.1, -2.3, -0.9, 0.8, -26.9, 12.9, -5.7, 3.1
- COc1ccc(/C=C/C(=O)Oc2ccc(C)cc2)cc1
  11.4, -4.3, -14.3, -0.3, 5.3, -1.2, -2.1, -19.8, 0.6, 7.2
- Cn1c(CC(=O)NNC(=O)c2cccnc2)nc2ccccc21
  10.0, -13.6, -2.2, 1.1, -1.5, -0.7, 7.0, -10.1, 0.0, 2.8
- Cc1ccc(CNC(=O)COC(=O)c2cnc(C)cn2)cc1
  5.9, -6.6, -1.3, -1.1, -5.0, -2.8, 19.6, -18.7, -8.1, 2.0
- O=C(O)c1cccc(S(=O)(=O)Nc2ccccc2C(=O)NCCc2ccccc2)c1
  6.4, -5.2, 1.9, 0.7, 1.1, 8.5, 6.3, -13.0, 1.5, 4.6
- COc1cccc(C2CN(c3ccc(F)cc3F)N=C2c2cccs2)c1OC (centres undefined)
  ., 21.1, ., -0.2, -15.7, 3.7, -21.2, -5.4, -9.4, 2.2
- Cc1cc(C)n(C(=O)C(C(=O)c2ccccc2)C(C)C)n1 (centres undefined)
  -4.3, -0.2, -1.8, 2.8, -0.6, -0.7, -9.0, 3.9, 7.2, 0.6
- O=C(COc1ccc2c(-c3ccccc3)cc(=O)oc2c1)NCC1CCC(C(=O)O)CC1 (centres undefined)
  3.8, -23.0, 3.5, -2.6, ., -3.0, -4.6, 7.8, -4.2, 1.3
- Cc1nn(Cc2c(F)c(F)c(F)c(F)c2F)c(C)c1NC(=O)c1ccc(COc2cc(Cl)ccc2Cl)cc1
  26.3, 42.7, 14.9, 0.7, ., 2.1, -5.1, 5.0, -4.3, 3.7
- Cc1cc(NC(=O)c2cnn3cccnc23)no1
  43.9, -10.8, 7.0, -0.2, ., -2.6, -1.3, -13.7, -6.7, 5.9
- CCCC1=C/C(=C/c2ccc(-c3ccccc3OC)o2)C(=O)O1
  -4.7, ., 0.0, -0.5, 0.1, -1.9, -5.4, -6.5, -19.1, 1.9
